S3 lipid droplet: qHTS Assay for Lipid Storage Modulators in Drosophila S3 Cells. AID 2685. 320,000 compounds, 0.64% hits. Drosophila S3 cells, BODIPY lipid droplet fluorescence, 18-24 h; cells fed with added oleic acid. Potency in µM for hits, for the others lipid storage change, negative = inhibition, % at the top dose, mostly 46.1 µM; active = well fitted inhibition curve with a large enough effect in the signal ratio, with a control signal flat, not every such curve was filed as active; inconclusive = small, poorly fitted or top-dose-only effect, or effect the other way, or a change in a side signal; the % refers to the signal ratio
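Laser-scanning cytometry quantifies lipid droplet accumulation (500–530 nm total intensity; droplet/cell object ratio) in oleic acid-fed (400 uM added) Drosophila S3 cells treated with a concentration series. 20 uM Triacsin C defined 100% inhibition.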
S3 lipid droplet cell count max: further read-out of S3 lipid droplet, marked with its call; cell number change, %; measured here: cell count max response;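 cells counted by Cell Tracker Red CMTPX staining in the red channel; peak over a dose series mostly up to 46.1 µM; percent activity relative to internal control wells on each plate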
Active calls of the source: *; i = inactive; u = inconclusive; x = no result given. % is scaled to controls: 0 for no effect and ±100 for the full control effect; potency is read from the fitted curve at half-maximal effect.

SMILES | S3 lipid droplet | S3 lipid droplet cell count max
CN(Cc1ccccc1)c1ccc([N+](=O)[O-])cc1C(=O)O | u | x
O=C(Nc1ccc(S(=O)(=O)N2CCOCC2)cc1)c1cccc(Br)c1 | i | -5
Cc1ccccc1Cc1c(C)nc2ncnn2c1C | -2% | 0
Cc1ccccc1NC(=O)CSc1nc(N)c2c3c(sc2n1)CSC(C)(C)C3 | u | x
COc1ccc(S(=O)(=O)N2CCCC2)cc1C(C)C | u | x
FC(F)Oc1ccc(NC(=S)NCc2ccccc2)cc1Cl | u | x
CC1CCCN(C(=O)CN(C)S(=O)(=O)c2ccc3c(c2)c(=O)n(C)c(=O)n3C)C1 (stereo unspecified) | u | x
CCc1nnc(SCC(=O)NCCC2=CCCCC2)nc1CC | u | x
O=C(CSc1cccc2cccnc12)OCC(=O)c1ccccc1 | -22% | -10
O=C(NCc1ccco1)NC12CC3CC(CC(C3)C1)C2 | u | x
Cc1ccc(NC(=O)c2ccc(S(=O)(=O)N3CCOCC3)cc2)nc1 | i | x
COc1cccc(NC(=O)CN(C)C(=O)c2cccc(NS(=O)(=O)c3ccccc3)c2)c1 | u | x
CCN(CC)CCn1c2c(c(SCC(=O)Nc3nc4ccccc4s3)nc1=O)CCCC2 | i | x
O=C(Cc1ccccc1)NNc1c2ccccc2nc2ccccc12 | u | x
CC(C)N1CCC(n2nccc2NC(=O)c2ccc3c(c2)OCO3)CC1 | -9% | -21
Cc1[nH]c(=O)c(C#N)c(C)c1Cl | -7% | 8
CCC(CC)NC(=O)c1cc(OC)c(OC)cc1[N+](=O)[O-] | -12% | -12
C=CCNC(=O)CN1CCC(n2c(C)nc3cc(C(F)(F)F)ccc32)CC1 | i | x
CCN(Cc1ccccc1)S(=O)(=O)c1cc(C(=O)O)ccc1OC | u | x
COc1cccc(C2NC(=O)NC(C)=C2C(=O)Nc2ccc(C)cc2)c1 (stereo unspecified) | i | x
Cn1c(=O)cc(OCC(=O)N2CCN(c3ccccc3F)CC2)c2ccccc21 | 1% | 18
CN1C(=O)/C(=C\c2ccncc2)SC1=Nc1ccccc1 | u | x
Cc1ccc(NC(=O)CSCCc2ccccn2)nc1 | i | x
Cc1ccc(C(=O)NC(=S)Nc2ccc(NC(=O)c3cccs3)cc2)cc1[N+](=O)[O-] | 4% | 3
O=C(COC(=O)c1cc[n+]([O-])cc1)Nc1ccccc1Cl | u | x
C=CCNC(=O)/C(=C\C=C\c1ccccc1)NC(=O)c1ccc(OCCCC)cc1 | 0% | -14
CC(C)C(NC(=O)OCc1ccccc1)C(=O)NC(Cc1ccc(O)cc1)C(=O)O (stereo unspecified) | -4% | 17
COc1ccc(NC(=O)Nc2cc(C)ccc2OC)cc1 | i | x
CCCn1c(=O)c2ccccc2n2c(SCC(=O)c3ccc(CC)cc3)nnc12 | u | x
CCNc1cc(N2CCN(S(=O)(=O)c3ccc4c(c3)CCCC4)CC2)ccc1[N+](=O)[O-] | 0% | -9
CCC(=O)Nc1ccc2nc(C)n(Cc3ccccc3Cl)c(=O)c2c1 | -5% | -7
Cc1ccc(-n2c(-c3ccccc3)n[nH]c2=S)cc1 | -3% | 0
CCCNC(=O)c1ccc2c(=O)c(O)c(-c3ccsc3)[nH]c2c1 | u | x
COc1cc(CN2CCN(C(O)(c3ccccc3)c3ccccc3)CC2)cc(OC)c1OC | 25% | x
C=C(C)CC1Nc2ccccc2NC1CC(=C)C (stereo unspecified) | u | x
COc1cc(NS(=O)(=O)c2ccc(NC(C)=O)cc2)nc(OC)n1 | u | x
COC(=O)c1ccc(NC(=O)CCc2c(C)nc3ncnn3c2C)cc1 | u | x
O=C(Nc1ccccc1)Nc1cnccn1 | u | x
CC(C)OC(=O)c1cc2ccccc2[nH]1 | -5% | -23
COc1ccc(Cl)cc1NC(=O)CNCC(c1ccccc1)N(C)C (stereo unspecified) | 27% | x

Compound profiles, as listed above:
COC(=O)c1ccc(NC(=O)CCc2c(C)nc3ncnn3c2C)cc1 across the screens: S3 lipid droplet = u; S3 lipid droplet cell count max = x
CCC(=O)Nc1ccc2nc(C)n(Cc3ccccc3Cl)c(=O)c2c1 across the screens: S3 lipid droplet = -5%; S3 lipid droplet cell count max = -7
CC(C)OC(=O)c1cc2ccccc2[nH]1 across the screens: S3 lipid droplet = -5%; S3 lipid droplet cell count max = -23

Some of these compounds in order of length of the SMILES, falling.
SMILES | S3 lipid droplet | S3 lipid droplet cell count max
CCC(=O)Nc1ccc2nc(C)n(Cc3ccccc3Cl)c(=O)c2c1 | -5% | -7
Cc1ccc(-n2c(-c3ccccc3)n[nH]c2=S)cc1 | -3% | 0
CC(C)OC(=O)c1cc2ccccc2[nH]1 | -5% | -23

Continued:
SMILES | S3 lipid droplet | S3 lipid droplet cell count max
N#CC1=C2SCN(c3ccccc3)CN2C(=O)CC1c1ccccc1Cl (stereo unspecified) | u | x
CCOC(=O)C(=CNc1cc(C)ccc1-n1cccc1)C(=O)OCC | u | x
CCn1c(CCC(=O)Nc2cc(F)ccc2C)nc2cc(S(=O)(=O)N(C)C)ccc21 | u | x
N#Cc1cc2cc3c(cc2nc1NCCNC(=S)NCCCN1CCOCC1)OCO3 | -21% | 18
O=C(COC(=O)c1ccc(S(=O)(=O)C(F)F)cc1)Nc1ccccc1C(=O)NC1CC1 | u | x
COc1ccc(C(=O)Nc2ccc(NC(=O)c3cc(OC)c(OC)c(OC)c3)cn2)cc1 | u | x
CCCSc1ccccc1C(=O)N1CCN(C(=O)c2ccco2)CC1 | u | x
N#Cc1cc(N)ccc1Sc1ccccc1 | 1% | 13
Cc1ccc(S(=O)(=O)NCCc2nnc3ccc(SCc4cccnc4)nn23)cc1 | u | x
O=C(Nc1ccc(N2CCOCC2)c(Cl)c1)c1ccc(-n2cnnc2)cc1 | u | x
O=C(NC1CCCC1)c1ccc(CS(=O)(=O)c2ccc(Cl)cc2)o1 | u | x
CCCCn1c(N)c(N(CC)C(=O)c2ccc(-c3ccc(Cl)cc3)o2)c(=O)[nH]c1=O | 0% | 3
O=C(O)/C=C/C(=O)Nc1ccc(-n2ccc(C(F)(F)F)n2)cc1 | u | x
COC(=O)c1ccc(NS(=O)(=O)c2ccc(-c3cc(C)no3)s2)cc1 | u | x
Cc1ccccc1OCCC(=O)OCC(=O)NC1CCCCC1 | u | x
Cn1cccc1CNC(=S)Nc1ccccc1Cl | u | x
COc1cccc(OCCn2cc(C=O)c3ccccc32)c1 | u | x
Fc1ccc(CSc2nncn2NC/C=C/c2ccccc2)cc1 | u | x
Cc1cc(C(=O)Cn2nc(C(=O)O)c3ccccc3c2=O)c(C)n1C1CC1 | u | x
Cc1ccc(-n2ncc3c(=O)n(CC(N)=O)cnc32)cc1C | 1% | -3
CCOC(=O)N1CCN(CC(O)COc2ccccc2C(C)CC)CC1 (stereo unspecified) | 3.7µM* | 1.1*
CC(C)c1ccc2oc(-c3ccc(NC(=O)c4ncn[nH]4)cc3)nc2c1 | u | x
CCc1ccc(CN(C)CC(=O)Nc2sccc2C#N)cc1 | 0% | -8
O=C(c1cccs1)N1CCN(c2nc3ccc([N+](=O)[O-])cc3s2)CC1 | u | x
Nc1ccc2nc(CCCCCCc3nc4ccc(N)cc4[nH]3)[nH]c2c1 | 17% | -1
CC(C)(C)c1ccc(CS(=O)CC(O)CO)cc1 (stereo unspecified) | i | -6
CN(C)S(=O)(=O)c1ccc(C(=O)NC(=O)CSc2ccccc2)cc1 | u | x
CC(OC(=O)c1cc(S(=O)(=O)N2CCOCC2)ccc1F)C(=O)NC1CCCC1 (stereo unspecified) | -7% | -11
O=C(NC(=S)NCc1ccccc1)c1cccs1 | 19% | 28
Brc1cnc(N2CCCCC2)nc1N1CCOCC1 | i | x
CC(C)C(C(=O)Nc1nccs1)c1ccccc1 (stereo unspecified) | u | x
CC1CCc2cc(F)ccc2N1C(=O)CSc1nnc2c3cc(F)ccc3n(C)c2n1 (stereo unspecified) | 8% | -1
CC(=O)c1ccc(NC(=S)Nc2ccn(Cc3ccc(Br)cc3)n2)cc1 | u | x
CCn1c([N+](=O)[O-])nc2c1c(=O)[nH]c(=O)n2C | u | x
CCCCCOc1ccc(CSc2ncn[nH]2)cc1 | -5% | -26
COc1ccc(CSc2nnc(C)n2N)cc1Br | u | x
N#Cc1c2c(c(Nc3ccccc3)n3c1nc1ccccc13)CCC2 | u | x
CN(C)c1nc(SCC(=O)Nc2ccc(Cl)c(Cl)c2)nc(N2CCOCC2)n1 | u | x
Nc1nnc(-c2ccc(Cl)c(Cl)c2)s1 | u | x
CC(=O)c1ccc(S(=O)(=O)N2CCCc3ccccc32)cc1 | 12% | 13
O=C(CCCc1nc(-c2ccccc2Cl)no1)NCc1cccnc1 | 24% | -21
COc1ccc(C)cc1NC(=O)C(OC(=O)CNC(=O)c1cc(C)cc(C)c1)c1ccccc1 (stereo unspecified) | 13% | 18
Cc1ccc(-c2nc3ncccc3o2)cc1NC(=O)CC(C)C | u | x
O=C(NCCc1ccc(F)cc1)C1CCCCC1 | -4% | 10
COC(=O)c1ccccc1NC(=O)COc1ccccc1 | u | x
CC1CN(S(=O)(=O)c2cccc(C(=O)Nc3ccc4c(c3)CCC4)c2)CC(C)O1 (stereo unspecified) | u | x
O=C(NC1CCCCC1)c1cccs1 | u | x
COc1ccc(-c2nc(CNS(=O)(=O)c3ccc(OC)c(OC)c3)cs2)cc1 | i | 25
COc1ccc(CC(=O)N2CCN(c3ccccn3)CC2)cc1 | 7% | 6
Cc1c(C(=O)Nc2c(C)n(C)n(-c3ccccc3)c2=O)oc2c(Cl)cccc12 | u | x
(continued)
SMILES | S3 lipid droplet | S3 lipid droplet cell count max
CCCC(=O)C1C(=O)CC(C)(C)C(c2cc(C)no2)C1=O (stereo unspecified) | -2% | -1
O=C(N/N=C1\CCc2ccccc21)c1ccccc1O | -8% | -15
Cc1cccc(NC(=O)C(C)N2C(=O)c3ccccc3S2(=O)=O)n1 (stereo unspecified) | 23% | 22
C=CCn1c(SCC(=O)NC2CC2)nc2ccccc2c1=O | u | x
CC(C)CN(CC(C)C)C(=O)CCCC(=O)N(CC(C)C)CC(C)C | u | x
CCC/C(=N\NC(=O)Cc1csc(N2CCOCC2)n1)c1ccccc1 | u | x
CCn1c(SCc2nc3ccccc3[nH]2)nnc1-c1ccc(OC)cc1 | u | x
O=C(NCC(c1cccnc1)N1CCOCC1)NC1CCCCC1 (stereo unspecified) | 4% | 10
Cc1ccc(S(=O)(=O)/N=C2\C=C(Nc3cccc(C(=O)O)c3)C(=O)c3ccccc32)cc1 | u | x
COc1ccc(NC(=O)C(=O)N/N=C/c2cccnc2)c(OC)c1 | -3% | -16
O=c1c(Cl)c(NCc2ccccc2Cl)cnn1C12CC3CC(CC(C3)C1)C2 | 13µM* | -8.2*
COCCn1nnnc1C(c1cccs1)N1CCCC(C)C1 (stereo unspecified) | -10% | 15
CC(=O)N1c2ccccc2C2(O)N=C(C)SC12 (stereo unspecified) | u | x
CC(=O)c1cccc(OCC(O)CNCCc2ccc(Cl)cc2)c1 (stereo unspecified) | 7% | 3
COc1ccc(CNC(=O)CSc2nnc(-c3cccnc3)n2N)cc1 | i | x
COc1cccc(NC(=O)CN(C)C(=O)c2c(C)nn(-c3ccccc3)c2Cl)c1 | u | x
CN(CC(=O)Nc1cccc(F)c1)C(=O)CC1CC2CCC1C2 (stereo unspecified) | 19% | x
COc1ccc(OC)c(NC(=O)c2cc3c(Cl)nc4ccccc4c3s2)c1 | u | x
O=C(CN(Cc1ccco1)C(=O)c1ccc(N2CCCC2=O)cc1)Nc1ccccc1C(F)(F)F | u | x
CCN1CN(CCc2ccccc2)CNC1=S | 10% | 16

The list goes on, overlapping the part above by 3 compounds.
SMILES | S3 lipid droplet | S3 lipid droplet cell count max
COc1ccc(OC)c(NC(=O)c2cc3c(Cl)nc4ccccc4c3s2)c1 | u | x
O=C(CN(Cc1ccco1)C(=O)c1ccc(N2CCCC2=O)cc1)Nc1ccccc1C(F)(F)F | u | x
CCN1CN(CCc2ccccc2)CNC1=S | 10% | 16
CSc1nc(N)nc(SCC(=O)CC(=O)OC(C)C)c1C#N | u | x
CC(C)N(C(=O)CN1C(=O)NC2(CCCCCC2)C1=O)C(C)C | u | x
Cc1nnc(SCC(=O)Nc2ccc(Cl)cn2)s1 | 3% | 0
O=C(CN1CCCC1)Nc1ccc(Br)cc1 | -14% | x
CCN1C(=O)c2cccc3cccc1c23 | i | 3
Cc1ccc(NC(=O)C(c2ccc(Cl)cc2Cl)N2CCCC2)cc1 (stereo unspecified) | u | x
Cc1ccc(/C(O)=C2/C(=O)C(=O)N(CCN3CCOCC3)C2c2cccs2)cc1 (stereo unspecified) | -3% | -19
COc1ccc(Cl)cc1NC(=O)c1cccc(NC(=O)CCC(=O)O)c1 | u | x
O=C(CN1CCC(n2cnc3cc(F)ccc32)CC1)Nc1ccccc1Br | u | x
COc1ccc(C(CNC(=O)CCC(=O)c2ccc(C)s2)N2CCOCC2)cc1 (stereo unspecified) | u | x
COC(=O)Cn1c(=NC(=O)CSC(C)=O)sc2ccccc21 | 23% | 3

Screening results (PubChem)

The list is partial (hit frequency here may not be typical).
